GPR151 activ: human GPR151 activation. Q8TDV0. 1% of 650,000 active. PathHunter beta-arrestin GPR151 cells, luminescence. activation, % at 11.2 µM; in the data active means activation above about 4.9%;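 further: 0% = median of compound wells and 100% = cells with positive control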
Target sequence (Q8TDV0 whole entry, looked up): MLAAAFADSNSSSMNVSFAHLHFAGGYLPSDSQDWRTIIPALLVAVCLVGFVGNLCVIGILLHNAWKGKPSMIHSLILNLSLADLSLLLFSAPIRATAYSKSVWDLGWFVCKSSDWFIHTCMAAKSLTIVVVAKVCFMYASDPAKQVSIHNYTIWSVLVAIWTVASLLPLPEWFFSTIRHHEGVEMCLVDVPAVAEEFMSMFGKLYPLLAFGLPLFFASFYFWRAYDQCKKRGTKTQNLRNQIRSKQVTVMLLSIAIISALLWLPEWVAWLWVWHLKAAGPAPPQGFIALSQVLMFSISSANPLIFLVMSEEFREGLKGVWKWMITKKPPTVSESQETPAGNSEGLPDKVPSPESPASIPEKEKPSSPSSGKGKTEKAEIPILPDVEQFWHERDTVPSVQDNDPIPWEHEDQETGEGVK
TEAD-YAP block: TEAD-YAP interaction inhibition. HEK-TIYL cells, TEAD-Gal4/YAP UAS-luciferase luminescence. inhibition, % at 9.12 µM. 1.4% of 640,000 active; in the data active means inhibition above about 32%;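 further: 0% = median of test compound wells and 100% = reference inhibitor wells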
MITF inh: human MITF inhibition, primary screen; O75030; AlphaScreen MITF homodimerization, bead proximity signal; inhibition, % at 2.6 µM; 0.91% of 650,000 active; in the data active means inhibition above about 50%;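 further: 0% = vehicle wells with protein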
Target sequence (O75030 whole entry, looked up): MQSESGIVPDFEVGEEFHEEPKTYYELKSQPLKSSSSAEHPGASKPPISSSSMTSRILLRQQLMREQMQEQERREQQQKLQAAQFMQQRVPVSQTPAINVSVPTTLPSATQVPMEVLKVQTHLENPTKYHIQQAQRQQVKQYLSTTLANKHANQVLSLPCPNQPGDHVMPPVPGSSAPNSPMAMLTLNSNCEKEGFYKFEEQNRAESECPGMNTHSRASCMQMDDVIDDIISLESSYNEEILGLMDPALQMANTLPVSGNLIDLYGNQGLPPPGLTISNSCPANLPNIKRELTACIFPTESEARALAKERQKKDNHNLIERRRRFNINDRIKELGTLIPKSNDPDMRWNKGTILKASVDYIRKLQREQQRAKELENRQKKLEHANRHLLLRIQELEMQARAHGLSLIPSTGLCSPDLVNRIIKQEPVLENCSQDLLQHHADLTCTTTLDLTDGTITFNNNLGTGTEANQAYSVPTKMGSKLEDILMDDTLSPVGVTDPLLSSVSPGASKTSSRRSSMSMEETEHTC
FBW7 activator: human FBW7 E3 ligase activation, primary screen. normalized activity (activation), % at 26.1 µM. 0.13% of 650,000 active. AlphaScreen FBW7–phospho-cyclin E peptide binding, activator screen. Q969H0; in the data active means normalized activity above about 1.9%;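 further: purified mutant Fbw7 with reduced substrate affinity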
Numbers without * were called inactive; & = joins results of further samples.

SMILES	GPR151 activ	TEAD-YAP block	MITF inh	FBW7 activator
Cc1ccc(C2CC(C(F)(F)F)n3ncc(C(=O)NC(C)(C)CC(C)(C)C)c3N2)cc1 (centres undefined)	-0.6	-4	-17	0.0
COc1ccc(/C=C(\NC(=O)c2ccccc2Cl)C(=O)N2CCOCC2)cc1	0.7	11	-7	0.4
Nc1nnc(SCc2cc(Cl)ccc2OC(F)F)s1	0.5	-10	-2	-0.2
Cc1ccc(C(=O)N2CCN(C(c3ccccc3)c3ccc(Cl)cc3)CC2)cc1 (centres undefined)	-0.5	-10	-5	-0.1
Cc1ccc(F)cc1NC(=O)c1cc2c(ccc3ccccc32)oc1=O	-0.1	7	-1	-0.1
O=C(O)c1cc(O)ccc1NC(=O)C1CCCCC1	-0.8	10	-10	0.0
CC(C)NC(=O)[C@@H]1C[C@@H](NCc2cccc(O)c2)CN1Cc1ccccc1Cl	-1.2	-3	3	0.0
Cc1ccc(-c2nc3cc(NC(=O)c4cccc(Cl)c4)ccc3o2)c(C)c1	1.5	-3	16	0.9
CC1CCOC2(O1)C(=O)Nc1ccccc12 (centres undefined)	0.9	7	9	-0.2
COc1cccc2cc(C(=O)Nc3cccc(Br)c3)c(=O)oc12	1.9	5	-10	-0.1
O=C(C1CCN(S(=O)(=O)c2cccc3nsnc23)CC1)N1CCCCCC1	0.3	1	-13	-0.1
O=c1c2ccc(Cl)cc2[nH]c(=S)n1Cc1ccc(F)cc1	2.3	-8	-8	0.1
COc1ccc(-c2cc(C(=O)N/N=C/c3ccc(O)c(O)c3)[nH]n2)cc1OC	-0.8	-13	12	-0.2
O=C(CCN1C(=O)c2ccccc2C1=O)Nc1ccc(Nc2ccccc2)cc1	-0.5	-13	10	0.4
O=C(NNS(=O)(=O)c1c(F)cc(F)c(Cl)c1F)C12CC3CC(CC(C3)C1)C2	2.3	2	-3	0.1
CCOc1nc(Nc2ccc([N+](=O)[O-])cc2)nc(NC2CCCCC2)n1	0.2	5	4	0.1
CCOC(=O)C1=C(C)N=c2s/c(=C/c3ccc(O)c(OC)c3)c(=O)n2C1c1cccc2ccccc12 (centres undefined)	0.3	7	-7	0.0
C=CCN(c1ccc(C(=O)Nc2ccc(OC)c(Cl)c2)cc1)S(C)(=O)=O	-1.6	18	13	0.8
O=C(O)CNc1ccc(O)cc1	-0.8	11	5	-0.1
C/C(=N\NC(N)=O)c1c(O)c2ccccc2oc1=O	7.4*	6	-3	-0.2
CC(=O)Nc1ccc2nc(-c3ccc(OC(C)=O)cc3)sc2c1	-0.4	78*	-4	-0.2
O=C(NCC1CCCO1)C(=O)NCC(c1cccs1)S(=O)(=O)c1ccc(F)cc1 (centres undefined)	-0.7	3	8	0.2
Cc1ccc(C23CC4CC(CC(CN5C(=O)c6ccccc6C5=O)(C4)C2)C3)cc1	0.0	4	-5	-0.1
CC(C)n1c(NCCN2CCOCC2)nc2c(Nc3ccc4c(c3)OCO4)ncnc21	-1.2	-13	7	-0.1
Cc1ccc2[nH]c(=O)c(CN(CCO)C(=O)Nc3ccccc3Cl)cc2c1	-0.9	7	-6	0.1
Cc1cccc(OCC(O)CN2CCN(Cc3ccc4c(c3)OCO4)CC2)c1 (centres undefined)	-1.3	12	-9	0.0
COc1ccc(Nc2ccc(-c3ccc(C=O)cc3)cn2)cn1	0.5	-47	-3	-0.1
CC[C@H](Cn1nnn(-c2ccccc2)c1=O)NC(=O)Cn1nnc2ccccc21	-0.2	-8	-8	0.2
COc1cc(OC)cc(C(=O)NCc2nnc(SCC(=O)N3CCc4ccccc43)n2-c2cc(C)ccc2C)c1	0.2	-9	16	0.5
CC1=NN(c2ccc(Br)cc2)C(=O)/C1=C\N1CCOCC1	-3.5	-5	5	-0.1

In another format: 17 of the compounds above
structure | GPR151 activ | TEAD-YAP block | MITF inh | FBW7 activator
O=C(CCN1C(=O)c2ccccc2C1=O)Nc1ccc(Nc2ccccc2)cc1 | -0.5 | -13 | 10 | 0.4
O=C(NNS(=O)(=O)c1c(F)cc(F)c(Cl)c1F)C12CC3CC(CC(C3)C1)C2 | 2.3 | 2 | -3 | 0.1
CCOc1nc(Nc2ccc([N+](=O)[O-])cc2)nc(NC2CCCCC2)n1 | 0.2 | 5 | 4 | 0.1
CCOC(=O)C1=C(C)N=c2s/c(=C/c3ccc(O)c(OC)c3)c(=O)n2C1c1cccc2ccccc12 (centres undefined) | 0.3 | 7 | -7 | 0.0
C=CCN(c1ccc(C(=O)Nc2ccc(OC)c(Cl)c2)cc1)S(C)(=O)=O | -1.6 | 18 | 13 | 0.8
O=C(O)CNc1ccc(O)cc1 | -0.8 | 11 | 5 | -0.1
C/C(=N\NC(N)=O)c1c(O)c2ccccc2oc1=O | 7.4* | 6 | -3 | -0.2
CC(=O)Nc1ccc2nc(-c3ccc(OC(C)=O)cc3)sc2c1 | -0.4 | 78* | -4 | -0.2
O=C(NCC1CCCO1)C(=O)NCC(c1cccs1)S(=O)(=O)c1ccc(F)cc1 (centres undefined) | -0.7 | 3 | 8 | 0.2
Cc1ccc(C23CC4CC(CC(CN5C(=O)c6ccccc6C5=O)(C4)C2)C3)cc1 | 0.0 | 4 | -5 | -0.1
CC(C)n1c(NCCN2CCOCC2)nc2c(Nc3ccc4c(c3)OCO4)ncnc21 | -1.2 | -13 | 7 | -0.1
Cc1ccc2[nH]c(=O)c(CN(CCO)C(=O)Nc3ccccc3Cl)cc2c1 | -0.9 | 7 | -6 | 0.1
Cc1cccc(OCC(O)CN2CCN(Cc3ccc4c(c3)OCO4)CC2)c1 (centres undefined) | -1.3 | 12 | -9 | 0.0
COc1ccc(Nc2ccc(-c3ccc(C=O)cc3)cn2)cn1 | 0.5 | -47 | -3 | -0.1
CC[C@H](Cn1nnn(-c2ccccc2)c1=O)NC(=O)Cn1nnc2ccccc21 | -0.2 | -8 | -8 | 0.2
COc1cc(OC)cc(C(=O)NCc2nnc(SCC(=O)N3CCc4ccccc43)n2-c2cc(C)ccc2C)c1 | 0.2 | -9 | 16 | 0.5
CC1=NN(c2ccc(Br)cc2)C(=O)/C1=C\N1CCOCC1 | -3.5 | -5 | 5 | -0.1

Continuation:
SMILES	GPR151 activ	TEAD-YAP block	MITF inh	FBW7 activator
CC1CN(C(=O)CCC(=O)NCCc2ccccc2)c2ccccc2S1 (centres undefined)	3.0	4	3	0.2
CNc1c(NS(=O)(=O)c2cc(NC(C)=O)ccc2C)c(=O)oc2ccccc12	-0.2	5	4	0.1
Cc1cc(C)c(-n2nnnc2SC(C)C)c(C)c1	-0.8	0	12	-0.1
O=C(O)C1CCC(CN(Cc2cccc(Br)c2)C(=S)Nc2ccccc2Cl)CC1 (centres undefined)	0.7	15	8	-0.1
Cc1sc2ncn3c(SCC(=O)Nc4ccc5c(c4)OCO5)nnc3c2c1C	-0.8	7	5	-0.2
CC(C)(O)C#CCN1CCOCC1	-0.9	-4	7	0.2
Cc1ccc([N+](=O)[O-])c(OCCCSc2ncccn2)c1	-1.5	-72	-5	-0.1
CSCCC(NC(=O)c1ccccc1)C(=O)OCC(=O)Nc1ccc(Br)cn1 (centres undefined)	0.2	-3	-6	-0.2
COC(=O)C(O)(CC(=O)Nc1cc(OC)c(OC)c(OC)c1)C(F)(F)F (centres undefined)	-0.8	2	-17	-0.3
O=C(CCCOc1ccc(Cl)cc1Cl)N1CCCC1	1.7	-102	-8	0.1
Cc1nc2sc(C(c3ccco3)N3CCOCC3)c(O)n2n1 (centres undefined)	-0.5	2	13	0.0
O=C(Nc1cc([N+](=O)[O-])ccc1C(=O)NCCc1ccccc1)c1ccccc1	0.0	-23	67*	-0.1
Cc1ccc(C2=C/C(=C\C=C\c3ccccc3)C(=O)O2)cc1	1.0	1	10	-0.1
O=[N+]([O-])c1nn(-c2ccccc2)[n+]([O-])c1N1CCN(c2ccccc2F)CC1	-0.4	4	13	0.1
Cc1ccc(OCC(O)CN2CCCC2)cc1 (centres undefined)	-0.1	-22	-14	0.0
COc1ccc(-n2cc(C(=O)Nc3nc4ccccc4s3)c3ccccc3c2=O)cc1	0.6	1	6	-0.1
O=C(N/N=C/c1ccc([N+](=O)[O-])cc1)c1cc(-c2c[nH]c3ccccc23)on1	-0.5	2	-12	-0.1
Cc1nnc(NC(=O)c2c(O)c3cccc4c3n(c2=O)CCC4)s1	-0.6	-4	10	0.0
Cc1ccc(OCC(=O)Nc2ccc(-c3nn4c(C)nnc4s3)cc2)c(C)c1	0.3	7	9	0.2
COc1ccc(C(=O)Nc2ccnn2C2CCN(C(=O)c3ccc(C)cc3)CC2)cc1	-0.2	-16	2	-0.1
COc1ccc(C)c2sc(N(CCCN3CCOCC3)C(=O)c3ccccc3)nc12	-1.4	-2	2	-0.3
CC1=C(C(=O)NC(C)C)C2(CCCCC2)OC1=O	7.3*	-4	-6	-0.1
O=C(Nc1ncc(Cc2ccccc2Cl)s1)C1=NCCN1	0.6	-1	9	-0.8
O=c1c2sc3ccc([N+](=O)[O-])cc3c2[nH]c(=S)n1CC1CCCO1 (centres undefined)	0.8	13	0	0.0
Cc1c(NC(=O)NC(C)N2C(=O)C3C4C=CC(C4)C3C2=O)c(=O)n(-c2ccccc2)n1C (centres undefined)	1.0	-16	16	0.4
O=C(COC(=O)CNC(=O)c1ccc(Oc2ccccc2)cc1)Nc1ccc2c(c1)OCO2	-0.5	-4	7	0.1
Cc1cc2ccccc2n1CCNC(=O)Cc1ccc(F)cc1	1.0	-1	-1	-0.1
COc1ccc(CCNc2nc3c(c(=O)[nH]c(=O)n3C)n2CC(O)COc2ccc(Cl)cc2)cc1OC (centres undefined)	-1.1	5	12	0.0
O=C(CCCCC1SCC2NC(=O)NC21)NC1(c2ccc3c(c2)OCO3)CCCC1 (centres undefined)	1.1	-7	113*	-1.5
CCOC(=O)c1cc2occc2n1CC(=O)N1CCCCC1	-2.2	5	1	0.0
COc1ccc(C(=O)Oc2ccccc2C(C)=O)cc1Br	-1.6	-1	5	0.1
OC(COc1ccc2ccccc2c1)CN1CCN(c2ccccn2)CC1 (centres undefined)	-1.2	-6	16	0.8
CCC(=O)NC(Nc1ccc(C)cn1)(C(F)(F)F)C(F)(F)F	1.1	-2	-9	-0.1
O=C(O)COc1ccc(C(=O)Nc2ccc(F)cc2)cc1	-1.7	2	-1	-0.1
O=C1CCCN1CCCNc1nc(NCc2cccc(C(F)(F)F)c2)c2ncn(-c3ccsc3)c2n1	1.3	4	11	-0.2
O=C(O)CC1(CC(=O)Nc2cc3ccccc3cn2)CCCCC1	-0.3	-7	1	-0.1
COC(=O)c1cc(CNC(=O)c2n[nH]c3c2CCC3)cc(NC(=O)Cc2ccsc2)c1	-1.0	-8	10	0.0
O=C(Nc1ccccc1OCC(F)(F)C(F)F)Nc1cccc2ccccc12	-1.6	6	-2	0.0
CCCN(c1nc(C)cc(OC)n1)S(=O)(=O)c1ccc(C)cc1	0.3	4	-3	0.0
CC(C)(C)c1cc(-c2nc3c(C(C)(C)C)cc(C(C)(C)C)c(O)c3o2)cc(C(C)(C)C)c1O	-0.1	-3	8	0.1
O=C(CCc1nnc(-c2ccsc2)o1)N1CCN(Cc2cccnc2)CC1	-0.9	-10	-3	0.1
CC1(C)C(=O)NCCN1C(=O)c1cccc2ccccc12	1.5	0	14	-0.1
C=CC(N)CCC(=O)O (centres undefined)	0.2&-0.3&-2.9	19&-3	10&7&9	0.2&0.1&0.3
O=S(=O)(c1cccs1)N1CCc2nc(-c3ccccc3)nc(N3CCCC3)c2C1	-2.1	2	10	0.2
O=C(CN1C(=O)CCC1=O)Nc1ccc(Cl)cc1Cl	1.3	11	-13	0.1

Some of the entries so far, field by field.
Molecule: COC(=O)c1cc(CNC(=O)c2n[nH]c3c2CCC3)cc(NC(=O)Cc2ccsc2)c1
- GPR151 activ = -1.0
- TEAD-YAP block = -8
- MITF inh = 10
- FBW7 activator = 0.0
Molecule: O=C(Nc1ccccc1OCC(F)(F)C(F)F)Nc1cccc2ccccc12
- GPR151 activ = -1.6
- TEAD-YAP block = 6
- MITF inh = -2
- FBW7 activator = 0.0

New compounds follow.
SMILES	GPR151 activ	TEAD-YAP block	MITF inh	FBW7 activator
Cc1cc(C(=O)NC2=NCCS2)cs1	-0.6	-38	3	-0.1
O=C(CSc1nc2[nH]ncc2c(=O)n1-c1ccc(Cl)cc1)Nc1ccc(Br)cc1F	2.5	-4	6	0.0
CC(=O)NC(=O)c1cc2cc(Br)ccc2oc1=Nc1ccc(C(F)(F)F)cc1	1.3	-2	4	-0.1
COc1ccc(Cn2c(C)nc3cc(NC(=O)c4ccccc4)c(C)nc32)cc1	0.4	-5	-1	-0.1
O=C(Nc1cc(Cl)ccc1N1CCOCC1)c1ccccc1F	0.7	3	12	0.9
COc1cccc(Cn2c(NCc3ccc(C)cc3)nc3c2c(=O)n(C)c(=O)n3C)c1	0.6	-5	6	0.0
CCc1ccc(C2CC(c3ccccc3F)n3ncnc3N2)cc1 (centres undefined)	-1.4	-7	10	0.2
NC(=O)c1ccc(NC(=O)COC(=O)/C=C/c2ccco2)cc1	-0.1	8	20	0.0
Cc1ccc(N2C(=O)C(Cl)=C(Nc3ccc(F)cc3)C2=O)cc1	0.8	-1	-10	0.2

Assay outcomes from PubChem.

Rows are unselected (roughly 3.5% active in at least one column).
